# NR2E3 ag-1 = activates human NR2E3 receptor | AID 602229 | inhibition of corepressor binding, % at 3.98 µM | CHO-S Gal4-NCOR/VP16-NR2E3 two-hybrid, luciferase | actives 0.35% (n = 360,000);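 active means inhibition above the mean of all tested compounds plus 3 SD, cut at about 70% in these data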;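 further: 0% = DMSO with NR2E3 transfected cells and 100% = cells lacking NR2E3 construct; higher means lower luciferase signal from less NR2E3 corepressor binding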
# Target sequence (Q9Y5X4 whole entry, looked up, the tested form may be a part): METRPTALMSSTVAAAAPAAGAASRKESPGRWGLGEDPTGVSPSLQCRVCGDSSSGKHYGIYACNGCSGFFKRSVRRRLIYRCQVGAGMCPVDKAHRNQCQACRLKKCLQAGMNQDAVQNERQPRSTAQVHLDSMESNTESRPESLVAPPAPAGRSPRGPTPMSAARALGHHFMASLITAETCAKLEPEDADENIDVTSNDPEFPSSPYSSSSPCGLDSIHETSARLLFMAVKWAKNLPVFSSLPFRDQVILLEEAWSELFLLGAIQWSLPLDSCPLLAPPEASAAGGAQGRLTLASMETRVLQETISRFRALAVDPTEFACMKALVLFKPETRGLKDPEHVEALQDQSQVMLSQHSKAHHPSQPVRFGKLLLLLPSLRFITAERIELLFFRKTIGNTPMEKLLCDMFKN
# Shn3 3UTR inh = reduces Shn3 3'UTR luciferase signal in osteoblasts; actives 0.52% (n = 360,000); inhibition, % at 12.5 µM; Clone20 osteoblast Shn3 3'UTR firefly luciferase, 24 h; AID 588674;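 active means mean inhibition of at least 75% with every replicate also reaching 75%; inconclusive means mean inhibition at least 75% but some replicate below; inactive means mean inhibition below 75%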;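 further: 0% = median of neutral control wells and 100% = pilot-screen positive control compound; some compounds past the cut are filed as inactive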
# C8 TRAIL sens = sensitizes caspase-8 expressing cells to TRAIL; NB7+C8 cells + TRAIL, ATPlite viability luminescence; inhibition (viability loss, TRAIL sensitization), % at 10 µM; actives 1% (n = 360,000);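 active means compounds causing at least 50% loss of cell viability in the single-dose screen, relative to plate controls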
# iPSC survival up = increases survival of single human iPS cells | hiPSC single-cell survival, ATPlite luminescence; 100% = ROCK inhibitor wells, 0% = DMSO | survival enhancement, % at 20 µM | actives 0.044% (n = 360,000) | AID 602274; in the data active means survival enhancement above about 18%;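 further: cells exposed to compounds for 16 hours before the ATP read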
# TRPM1 prom inh = MITF TRPM1 promoter inhibition in SK-MEL-5 cells; SK-MEL-5 TRPM1 promoter luciferase, 24 h; inhibition, % at 12.5 µM; actives 0.83% (n = 330,000);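 active means mean inhibition across replicates of 60% or more, whatever share of single replicates reaches that level; inconclusive means some that reach 60%, reason not given; inactive means mean inhibition across replicates below 60%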; further: values of inactives mirror those of a sister screen read the other way
# NR2E3 ag-2 = activates human photoreceptor nuclear receptor NR2E3 | Q9Y5X4 | GST-NR2E3/biotin-RetCOR TR-FRET, 1536-well | actives 0.12% (n = 320,000) | inhibition of corepressor binding, % at 4.78 µM | AID 2300;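 active means percent inhibition above the cutoff of mean plus 3 SD of all tested compounds, set per screening campaign, cut at about 20% in these data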;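 further: 0% = DMSO wells and 100% = biotin wells as full block of FRET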
#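 System: GST-tagged NR2E3 plus biotinylated RetCOR corepressor; Buffer or medium: pH 7.5 Tris-based buffer; Probe or stimulus: RetCOR corepressor, biotinylated, 7 nM; Doses: compound at 4.8 µM, single dose; Schedule: 5 h incubation at 4 °C; Technique: time-resolved FRET; Evaluation: percent inhibition of TR-FRET ratio; Replication: one well per compound, singlicate testing.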
# HIF-2a inh = blocks HIF-2a reporter activity. 786-0 RCC cells HIF-2a reporter, luciferase luminescence, overnight. inhibition, % at 18.8 µM. actives 0.72% (n = 360,000). AID 624352;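 active means inhibition of the luminescence signal of 40% or more relative to plate controls, in a single-dose primary screen at 18.75 µM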
# CF NFkB inh = cystic fibrosis NF-kB activation inhibition | actives 0.86% (n = 360,000) | inhibition, % at 5 µM | KKLEB NF-kB-GFP reporter, PAF-induced, GFP fluorescence overnight | AID 588850;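 active means at least 50% inhibition at 5 µM, scaled per plate between neutral and stimulator controls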;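 further: PAF is a Pseudomonas aeruginosa culture filtrate used as stimulus; plate controls were PAF-stimulated DMSO wells for no effect and unstimulated DMSO wells for full effect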
# KKLEB tox = reduces viability of KKLEB cystic fibrosis airway cells. activity change (cytotoxicity), % at 5 µM. KKLEB CF airway cells viability, ATPlite luminescence, overnight; active compounds read low; cells stimulated with P. aeruginosa culture filtrate. actives 0.36% (n = 360,000);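 active means corrected activity change at or below -50% at 5 µM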
# LMP1 NFkB inh = Epstein-Barr LMP1 NF-kappaB reporter inhibition. LMP1-induced NF-kappaB luciferase reporter cells, luminescence. inhibition, % at 12.5 µM. actives 0.69% (n = 350,000); in the data active means inhibition above about 41%; inconclusive means no clear call, values can overlap the other calls;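 further: 0% = neutral control wells and 100% = reference inhibitor control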
# Peg3 promoter = reduces Peg3 promoter-driven luciferase expression in HeLa | HeLa PEG-Prom luciferase reporter, luminescence, overnight | inhibition, % at 20 µM | actives 1.7% (n = 360,000);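 active means inhibition of at least 50% at 20 µM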
# * hit, by the source's call; ? = inconclusive; . = not tested or not shown.
# Values run as follows: NR2E3 ag-1	Shn3 3UTR inh	C8 TRAIL sens	iPSC survival up	TRPM1 prom inh	NR2E3 ag-2	HIF-2a inh	CF NFkB inh	KKLEB tox	LMP1 NFkB inh	Peg3 promoter
Cc1cc(C(=O)Nc2nc3ccc(Cl)cc3s2)nn1C
→ -102	-135	24	-0.5	.	-2	-415	-13	11	.	-356
Cc1ccccc1NC(=O)CSc1nn2c(=O)c(C)nnc2s1
→ -2	-19	9	-0.4	-11	2	12	0	2	-1	13
COc1cccc(NC(=O)CN(C)C(=O)CCCc2nc3ccccc3s2)c1
→ -10	-39	3	0.7	-3	0	-26	-5	6	-18	-32
CSc1ncccc1C(=O)N1CCN(S(=O)(=O)c2ccc(C)cc2)CC1
→ -19	3	5	0.1	6	3	6	-4	4	-9	4
COc1cccc(CN(C)C(=O)c2cc(S(=O)(=O)N3CCN(c4ccccc4)CC3)ccc2Cl)c1
→ 27	40	-1	-0.5	14	3	10	16	1	23	23
Cc1ccc(S(=O)(=O)Nc2cccc(C(=O)NCCCN3CCCC3=O)c2)cc1F
→ 23	9	7	-0.5	8	1	-8	-13	15	5	-14
Cc1ccccc1NC(=S)NNC(=O)c1ccoc1C
→ -55	-31	6	1.2	-26	3	-120	14	-1	-10	-166
O=C(CSCC(=O)c1ccc([N+](=O)[O-])cc1)c1ccc([N+](=O)[O-])cc1
→ 20	-1	-17	-0.4	.	.	-21	-3	1	.	9
CCOc1cccc2sc(Cl)nc12
→ -13	-8	-23	0.3	-7	1	15	6	0	12	-17
CCCCNC(=O)C1(C)CCCCN1C(=O)c1cccs1 (stereo unspecified)
→ -18	6	-4	-1.5	.	.	-10	2	0	.	8
COc1cc(C=NNc2nc3c([nH]2)c(=O)n(C)c(=O)n3C)ccc1O
→ -24	-10	-3	-2.7	3	.	14	-7	3	1	5
Cc1cccc(C)c1N=Cc1c(C(F)(F)F)[nH][nH]c1=O
→ -18	0	-5	-0.4	-17	1	1	-1	-2	8	8
CS(=O)(=O)N1CCC(C(=O)Nc2cc(Cl)cc(Cl)c2)CC1
→ -7	-1	-8	-1.4	-16	0	19	-7	8	-5	15
O=C(N/N=C/c1ccc(OCc2ccccc2)cc1)c1ccc(O)cc1
→ -99	-8	-4	-0.4	-53	1	-20	-27	13	-3	-58
O=S(=O)(NCCc1csc(-c2ccccc2)n1)c1cccnc1
→ -1	-13	10	-0.7	5	2	-35	0	-2	7	-17
Cc1cc(C)n(-c2ccc(NC(=O)C3CCCCN3C(=O)c3sccc3C)cc2)n1 (stereo unspecified)
→ -23	12	-8	0.6	7	2	-16	7	6	2	-1
CCN(CC)CCN1CNC(=S)NC1
→ -21	4	-9	3.6	.	.	1	-1	1	-2	-5
CS(=O)(=O)NCCCNc1ccc(C(F)(F)F)cc1[N+](=O)[O-]
→ 12	.	-7	-0.1	4	-1	-4	-10	0	-5	-22
Cc1cc(C)c(CN2CCC(n3nccc3NC(=O)C3CCCC3)CC2)cc1C
→ -11	18	-15	-0.5	11	-2	16	-3	-4	-10	-5
COc1ccc(NC(=O)N2CCCC(C(=O)Nc3ccccc3OC)C2)cc1 (stereo unspecified)
→ -4	-20	7	-0.2	-9	1	10	-8	-14	-1	16
Cc1cc(C(=O)N2CCc3ccccc3C2)n[nH]1
→ -17	-34	-6	1.1	-1	-2	-56	-2	6	4	-46
Cc1onc(-c2ccccc2Cl)c1C(=O)OCC(=O)N1CCC(C)CC1
→ -9	25	4	-0.4	-5	.	-27	-4	0	-5	-16
O=C(CNC(c1ccccc1)c1ccccc1)NCc1ccccc1Cl
→ -13	-1	-8	-0.5	-2	-1	19	-27	12	-1	2
O=C(CSc1nc2ncccc2[nH]1)NCc1ccccc1
→ -2	6	0	-1.4	6	-7	-4	-19	6	7	1
CCCOc1ccc(-c2nnn(CC(=O)N3CCCC(C)C3)n2)cc1 (stereo unspecified)
→ -1	12	3	0.0	2	0	-35	12	-4	7	-8
COC(=O)C1=C(C(=O)OC)SC2(S1)C(C(=O)OC)=C(C(=O)OC)SC1=C2c2cc(C)ccc2NC1(C)C
→ 1	-3	-18	0.0	9	3	30	-4	9	6	29
COc1cnn(-c2cccc(Cl)c2)c(=O)c1Cl
→ -21	7	-10	3.9	-6	2	-11	2	3	5	7
CCN(CC)c1ccc(S(=O)(=O)N2CCOCC2)cc1NC(=O)COC(=O)c1ccco1
→ -16	-2	-5	0.1	-2	-3	14	4	9	-1	3
Cn1nc(C(F)(F)F)c(CN2CC(C)(C)C2=O)c1N1CCOCC1
→ -1	-1	3	-0.6	-2	-2	9	4	13	-6	-6
CC(=O)c1cccc(NC(=O)NNC(=O)CCC(=O)Nc2ccc(C)c(C)c2)c1
→ -2	8	-15	2.2	-3	-1	10	8	13	-1	8
Cn1cc(CN2CCN(CC(C)(C)C)C(CCO)C2)c2ccccc21 (stereo unspecified)
→ 13	-4	12	-0.6	5	0	17	3	8	1	-7
c1ccc(Nc2ccnc(Nc3ccccc3)n2)cc1
→ -41	-21	27	0.5	-63	-5	-255	49	-16	-23	-241
O=C(O)CCC1(CCC(=O)O)c2ccccc2-c2ccccc21
→ -15	8	12	-0.3	-6	-1	13	-5	13	-24	5
CC(C)(CO)N=C1NS(=O)(=O)c2cc([N+](=O)[O-])ccc21
→ 6	13	7	-1.6	25	-3	3	0	19	4	9
CCOc1ccc(CCNC(=O)CCn2ccc3cc(S(=O)(=O)N4CCCC4)ccc32)cc1
→ -2	21	-7	-0.2	16	3	0	-14	4	72*	19
COc1ccc(Cc2nnc(NS(=O)(=O)c3ccc(Cl)cc3)s2)cc1OC
→ -22	-2	-13	0.3	3	-3	4	0	-6	-5	-2
Nc1ncc(Br)cc1S(=O)(=O)NCCC(=O)NCCc1ccc(Cl)cc1
→ 0	15	-3	-0.2	-2	0	15	14	-14	4	17
CCn1c(Cc2ccc(OC)cc2)nnc1SCC(=O)NC1CCCCC1
→ 12	23	-7	-1.0	2	-4	4	15	6	4	13
Cc1csc(=Nc2ccccc2)n1CCO
→ -6	-28	-11	-1.0	-6	-1	6	19	-5	0	2
COc1ccccc1NC(=O)Cn1c(=O)n2nc(C)nc2c2ccccc21
→ -14	-20	-7	-1.2	-1	3	-35	-6	11	-17	-35
CCN(CC(=O)Nc1c(F)cccc1F)C(=O)/C=C/c1cn(Cc2ccccc2)nc1-c1cccnc1
→ 16	12	-22	-0.3	6	-5	25	20	-12	-1	24
O=C(CSc1nnc2ccccn12)Nc1ccc2c(c1)OCO2
→ -12	-1	-5	0.2	-18	-2	-66	-4	-11	-6	-50
Cc1nc(SCn2nnc3ccccc3c2=O)nc(C)c1C
→ -9	-17	11	3.0	-15	6	-45	14	-4	-2	-11
C=CCNc1nc(C)nc(OC)n1
→ -9	0	4	0.4	-3	1	3	-13	-5	-1	4
O=C(O)c1cccc(S(=O)(=O)NCCc2ccccc2)c1
→ -2	-3	-1	-1.9	-2	6	10	0	-7	-3	5
CC(=O)c1c(C(C)=O)c(C)n(C2CCCCC2)c1C
→ -24	-3	13	4.5	-6	0	27	9	3	-2	11
O=C(Nc1ccc(Cl)cc1)C1(S(=O)(=O)c2ccccc2)CC1
→ 20	-5	2	-1.6	-4	.	-2	-6	9	0	3
CC1C/C(=N\NC(=O)CCc2ccc(S(=O)(=O)N3CCOCC3)cc2)CC(C)(C)C1 (stereo unspecified)
→ 14	4	14	-1.4	0	3	2	-2	7	-5	-4
Cc1cc(C)n(/N=C/c2cccs2)c(=O)c1C#N
→ -12	27	-7	-0.3	-5	0	-13	13	-38	2	2
COC(=O)c1cc(NC(=O)c2c(-c3c(Cl)cccc3Cl)noc2C)ccc1N1CCOCC1
→ -3	3	-2	0.8	5	0	15	-12	4	-26	8
O=C(CSc1nnc(C2CC2)n1Cc1ccccc1)Nc1cccnc1Cl
→ 22	4	-6	-0.1	5	1	5	18	-2	13	-10
COc1ccc(CCNC(=O)CSc2nc3[nH]ncc3c(=O)n2-c2ccccc2OC)cc1OC
→ -19	-5	0	-2.0	-13	-2	9	11	-11	-1	7
O=C1c2ccccc2S(=O)(=O)N1CC(O)COc1ccc(Br)cc1 (stereo unspecified)
→ -66	13	-7	1.3	-7	-4	-29	18	-8	0	-33
COc1ccc(/C=C2\SC(=O)N(CCNC(=O)C3CC(=O)N(c4ccccc4)C3)C2=O)cc1 (stereo unspecified)
→ -8	-30	1	-0.4	-34	0	-145	-10	0	-27	-152
CC(C)Cn1cnc2c(c1=N)C(c1ccccc1)C1=C(CC(C)(C)CC1=O)O2 (stereo unspecified)
→ -30	1	-8	0.3	6	-1	22	16	-3	-1	4
S=c1[nH]nc(COc2ccccc2)n1/N=C/c1ccccn1
→ -30	-22	-3	-2.5	15	2	13	5	6	1	14
O=[N+]([O-])c1ccc(NN=Cc2cc(Br)ccc2O)nc1
→ -60	?	5	-2.0	35	.	-23	34	-18	-4	2
O=C(N/N=C/c1cccc(Oc2ccccc2)c1)c1ccccc1Br
→ -25	16	41	-2.9	5	3	-9	-2	-5	7	28
CC(=O)N1CCC2(CC1)C/C(=N\NC(=S)Nc1ccccc1C)c1cc(O)ccc1O2
→ -20	0	0	-0.4	7	-4	26	10	-11	6	19
O=C1C(=O)N(c2ccccn2)C(c2ccc(F)cc2)/C1=C(/O)c1ccc(Br)cc1 (stereo unspecified)
→ -12	-4	-16	-0.6	-10	-1	-3	2	-1	-1	10

# The list goes on:
# Values run as follows: NR2E3 ag-1	Shn3 3UTR inh	C8 TRAIL sens	iPSC survival up	TRPM1 prom inh	NR2E3 ag-2	HIF-2a inh	CF NFkB inh	KKLEB tox	LMP1 NFkB inh	Peg3 promoter
O=C(NCc1ccco1)Nc1ccc([N+](=O)[O-])cc1
→ -17	-10	0	-0.5	2	1	-45	-8	5	16	-38
CC1CCCCN1C(=O)c1ccc(OC2CCN(S(=O)(=O)N(C)C)CC2)cc1 (stereo unspecified)
→ -15	1	15	-0.6	-18	-2	-86	-1	3	-8	-58
CC(=O)C(=Nc1ccc(Cl)cc1Cl)NNc1cccc(Cl)c1
→ -25	-5	-3	3.5	6	4	28	-5	-1	4	25
CCn1c(SCC(=O)Nc2nccs2)nnc1-c1cccnc1
→ -31	7	-2	-0.4	-6	-1	12	-11	2	-6	17
Cc1ccccc1S(=O)(=O)N1C[C@H]2[C@H]3C(=O)N(C4CCCCC4)C(=O)[C@H]3CC(=O)[C@H]2[C@@H]1c1ccc(Cl)cc1
→ -18	9	-9	-1.1	.	.	-8	23	-27	.	-10
O=S(=O)(c1cccc2c(S(=O)(=O)N3CCCC3)cccc12)N1CCCC1
→ -9	30	0	2.2	-1	2	8	-22	9	-4	8
CCN(CC(=O)Nc1c(F)cccc1F)C(=O)c1ccc(N2CCCC2)c([N+](=O)[O-])c1
→ -17	14	-16	1.2	-8	2	4	7	5	1	20

# This is a subset. The share of hits here may be higher or lower than overall.
